# Screens: PubChem BioAssay, National Center for Advancing Translational Sciences (NCATS)
# KDM5B inh: blocks human KDM5B histone demethylase activity; KDM5B demethylase, FDH-coupled NADH fluorescence (FDH is formaldehyde dehydrogenase); Potency, µM (doses to about 57.7 µM), without a hit: top-dose activity change, negative = inhibition, most hits filed as inhibitors; 2.6% of 220,000 active; active = well fitted inhibition curve with a large enough effect; inconclusive = small, poorly fitted or top-dose-only effect; inactive = no such curve, though single readings can be large or run the other way; also: 0% is about no effect; nearly all actives have a fitted effect of over 70% in size
#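 Measured: NADH fluorescence change, 30 min, RT. System: KDM5BΔAP 200 nM final, H3K4me3 peptide, α-KG, Fe(II), ascorbate, NAD⁺ plus FDH, pH 7.5 HEPES. Compounds: titrated, 10 min pre-incubation with enzyme.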
# * hit, by the source's call; ? = inconclusive; & = joins results of further samples; [ ] = another dose, or the depositor's remark. Potency is read from the fitted curve at half-maximal effect. The list is partial (hit frequency here may not be typical).
nr	Compound	KDM5B inh
1	Cc1ccnc(-c2cccc([N+](=O)[O-])c2)[n+]1[O-]	-2.8%
2	O=C(O)CCCC(=O)N1CCN(c2nc(-c3ccccc3)c3cc(Br)ccc3n2)CC1	0.2%
3	COc1ccc(C(=O)N2CCc3ccc(C(=O)NC4CCCCC4)cc32)cc1	-24.9%
4	Cc1ccc(-c2cc(C(=O)Nc3nncs3)c3ccccc3n2)cc1C	-30.5%
5	Cc1ccccc1NC(=O)c1ccc2[nH]c(C)c(C)c2c1	-13.9%&-27.8%
6	CN(CCOc1ccccc1)CC(=O)Nc1ccc(Br)cc1F	6.0%
7	Cc1ccc(NC(=O)CSC2=NN3CCCC(=O)N=C3S2)cc1Cl	1.9%
8	COC(=O)c1cc(C2CC2)nc2onc(-c3ccc(F)cc3)c12	12.6%
9	Cc1cccc(N(CCC(N)=O)C(=O)c2ccc(C#N)cc2)c1	-18.2%
10	Cc1ccc(CNc2oc(-c3ccccc3C)nc2C#N)cc1	?
11	CC(C)CNC(=O)C1(CCO)CC12CCOCC2 (stereo not drawn)	-23.4%
12	O=C(CN(Cc1ccc(Br)cc1)S(=O)(=O)c1ccccc1)NCC1CCCO1 (stereo not drawn)	-3.6%
13	COCC(=O)N[C@H]1[C@H](O)[C@H](O)C[C@@H]1c1ccc(OC)cc1	22.0%[86.2 µM]
14	COc1ccc(C(=O)c2sc(Nc3cccc(F)c3)nc2N)cc1	-17.0%
15	COc1ccc(C(=O)NNc2ncnc3c2cnn3-c2cccc(Cl)c2)cc1OC	-20.8%
16	CCCN(CCC)C(=O)Cn1c(=O)n(CCCCCC(=O)NCc2ccc3c(c2)OCO3)c(=O)c2sccc21	-9.2%
17	COC(=O)c1sc(NC(=O)COc2cc(C)cc(C)c2)nc1C	7.1%
18	Cc1ccc(C2c3c(-c4ccccc4O)n[nH]c3C(=O)N2CCCO)cc1 (stereo not drawn)	-28.0%
19	CC(C)c1ccc(NC(=O)C2CCCN(S(=O)(=O)c3cccc4nonc34)C2)cc1 (stereo not drawn)	6.7%
20	CCOP(=O)(OCC)c1nc(Cc2ccc(OC)cc2)oc1NCc1ccco1	0.6%
21	COC(=O)c1cc(-c2ccccc2)nc2nc(SC)[nH]c(=O)c12	?
22	CCOc1ccc2cc(C(=O)N3CCC(N4CCCCC4)CC3)[nH]c2c1	-3.3%
23	COc1ccc(-c2noc(-c3nc(-c4cccnc4)no3)n2)cc1	35.5µM*
24	CCCc1cc(=O)oc2c(C)c(OC(C)C(=O)NCCN3CCOCC3)ccc12 (stereo not drawn)	?
25	COC[C@@H]1CN(C(=O)c2c(C)noc2C)C[C@H]1c1ccncc1	33.3%
26	O=C1CC2(CCN(CC3CC3)CC2)Oc2ccccc2N1c1ccccc1	-17.3%
27	CC1=C(c2ccc(Cl)cc2)S(=O)(=O)NC1=NCc1ccc(C)cc1	-3.5%
28	CN1CCCCCCN(S(=O)(=O)c2ccc3c(c2)CCC3)[C@H]2CCC[C@H]2C1=O	-7.2%
29	CCC(CC)NC(=O)CC1CCCN(c2cnn(CC3CC3)c(=O)c2)C1 (stereo not drawn)	-8.6%
30	CC(=O)Nc1ccc(NC(=O)CCNS(=O)(=O)c2cccc3nsnc23)cc1	-8.9%
31	CCC(=O)N1CCc2oc(C)c(C(=O)NCCN(C)C)c2C1	-28.4%
32	CC(=O)c1ccc(NC(=O)CC(c2cccs2)N2Cc3ccccc3C2=O)cc1 (stereo not drawn)	-5.6%
33	COCCCNC(=O)CCCn1c(=O)c2ccccc2n(Cc2cccc([N+](=O)[O-])c2)c1=O	-1.3%
34	Cc1cc(C)c(Nc2ncnc(N)n2)c(C)c1	13.4%
35	O=C(C1CCCCC1)N1CCCC2(CC(c3ccccc3)=NO2)C1 (stereo not drawn)	16.3%[149 µM]
36	COc1ccc2cnn(CC(=O)NCc3ccccc3Cl)c(=O)c2c1OC	-20.7%
37	Cc1nccn1CCc1nc2cc(NC(=O)CC(C)C)ccc2n1C	4.4%
38	COc1ccc(Nc2nc3cc(C)ccc3nc2NS(=O)(=O)c2ccc(C)cc2)cc1	15.6%
39	O=C(NCCc1ccccc1)C1CC(c2ccccc2)CN(C(=O)c2ccccc2F)C1 (stereo not drawn)	3.8%
40	COc1ccc(Cc2ncc3c(n2)CN(C(=O)c2ccc(Cl)c(C)c2)C3)cc1	-18.2%
41	O=C(O)c1ccc(I)c(Br)c1	28.4%
42	Cc1ccsc1-c1[nH]nc2ncc(-c3ccnn3C)nc12	23.8%[115 µM]
43	CC(C)N(Cc1ccc(C(N)=O)cc1)C1CC1	-10.2%
44	Cc1nn(-c2ccccc2)c2c1N(CCCC(=O)NCc1ccc(Cl)cc1)C(=O)CS2	-7.8%
45	O=C(CSc1ccc2c(c1)OCCCO2)Nc1ccc2ccccc2c1	-5.1%
46	CCOC(=O)c1cc(-c2ccc(S(=O)(=O)Nc3ccccc3CC)s2)on1	5.4%
47	O=C(CCc1nc2ccccc2oc1=O)OCc1cccc(C(F)(F)F)c1	?
48	COC[C@H]1CCCN1C(=O)CC[C@@H]1CNC(=O)[C@@H]2C[C@H](NCc3ccc(N(C)C)cc3)CN12	-19.0%
49	CCC(=O)N(C1CCOCC1)C1CCN(S(=O)(=O)c2ccccc2F)CC1	-12.3%
50	CCNC(=S)Nc1c(F)cccc1F	-4.0%

# Next records.
nr	Compound	KDM5B inh
51	Cc1nn(-c2ccc(F)cc2)c(C)c1CN1CCCn2nc(CO)cc2C1	-15.6%
52	Cc1ncc(-c2c(-c3ccccc3)ncn2CC(c2ccco2)N2CCCC2)[nH]1 (stereo not drawn)	25.1µM*
53	CC(C)CC(=O)Nc1nnc(S(=O)(=O)N2CCc3ccccc32)s1	-0.6%
54	CCc1ccccc1N(C)C(=O)c1cc2c(Cl)nc3ccc(C)cc3c2s1	1.2%
55	CCn1c(C)c(C)c2cc(C(=O)NCc3ccc(N(C)C)cc3)ccc21	?
56	COCCCNC(=O)c1cc(-c2ccc(OC)cc2)nc2n[nH]c(-c3ccc(Cl)cc3)c12	?
57	CCCCCC1=CCC/C1=N\NC(=O)c1cccnc1	-9.9%
58	COc1ccc(C(=O)N2CCn3c(nnc3C3CCCNC3)C2)cc1 (stereo not drawn)	26.8%
59	Fc1ccc(NN=C2c3ccccc3-c3ccccc32)cc1	-18.3%
60	O=C(COc1cccc2ccccc12)Nc1ccc(Cl)cc1C(=O)O	-4.7%
61	O=C1Nc2ccccc2CNC12CCN(Cc1c[nH]c3ccccc13)CC2	-12.3%[115 µM]
62	CC(C)NC(=O)C[C@@H]1c2nc(NC(=O)c3c(F)cccc3F)sc2C[C@@H]2[C@](C)(CO)[C@H](O)CC[C@]21C	3.4%
63	Cc1ccc(-n2nc(C)c3c(C(=O)NCc4ccc(F)cc4)cc(C)nc32)cc1	33.1%[activator]
64	O=C(Nc1cccc(C(F)(F)F)c1)c1nc2c(o1)CCN(Cc1cnc[nH]1)CC2	4.8%[86.2 µM]
65	O=C(c1ccccc1)N1CCC2(CC(c3cccnc3)=NO2)C1 (stereo not drawn)	23.7%[149 µM]
66	CC(=O)c1ccc(OCc2ncc(C(F)(F)F)cc2Cl)cc1	-3.6%
67	O=C(Nc1ccccc1OCc1cc(=O)n2ccccc2n1)Nc1ccccc1C(F)(F)F	-7.0%
68	COC(=O)NC(C)C(=O)N1Cc2cnc(Cc3ccc(OC)cc3)nc2C1 (stereo not drawn)	-18.7%
69	CNC(=O)c1ccc2c(c1)n(Cc1ccc(OC)cc1)c(=O)c1ccnn12	-25.1%
70	COc1cc(C(=O)Nc2ccc(OCc3cc(=O)n4ccc(C)cc4n3)cc2)cc(OC)c1OC	-4.5%

# Arranged by SMILES length (low to high): part of the list above
nr	Compound	KDM5B inh
61	O=C1Nc2ccccc2CNC12CCN(Cc1c[nH]c3ccccc13)CC2	-12.3%[115 µM]
46	CCOC(=O)c1cc(-c2ccc(S(=O)(=O)Nc3ccccc3CC)s2)on1	5.4%
70	COc1cc(C(=O)Nc2ccc(OCc3cc(=O)n4ccc(C)cc4n3)cc2)cc(OC)c1OC	-4.5%

# Remaining list, next part:
nr	Compound	KDM5B inh
71	Cc1cc(Nc2ncncc2-c2nc(-c3ccccc3)no2)ccc1Cl	-9.4%
72	COc1cccc(CNC(=O)c2cc(-c3ccncc3)cn2C)c1	-23.2%
73	Cc1cccc(N2CCN(C(=O)C3CCN(S(=O)(=O)c4c(C)noc4/C=C/c4ccccc4F)CC3)CC2C)c1 (stereo not drawn)	3.2%
74	CCOc1ccc(CCNC(=O)c2cnc3sc(N4CCCC4)nn3c2=O)cc1	?
75	Cc1nc2cc(F)ccc2cc1C(=O)N(Cc1cccnc1)C1CC1	-3.6%
76	O=C(c1cc(COc2ccc3c(c2)OCO3)[nH]n1)N1CCCC1c1ccccn1 (stereo not drawn)	-33.2%
77	CC(C)c1cc(=O)oc2cc(OCC(=O)N3CCCCC3)ccc12	?
78	COc1ccc(/C=N/NC(=O)c2nonc2N)cc1OC	17.1%
79	CCN1CCN(CCNC(=O)C2CCCCC(=O)N2Cc2ccccc2)CC1 (stereo not drawn)	6.9%
80	COc1ccc(-c2c(C)c3cc(OS(=O)(=O)c4ccc(F)cc4)ccc3oc2=O)cc1	?
81	CCc1nc2c(sc3cccc(F)c32)c(=O)n1CC(=O)Nc1ccc(C(C)=O)cc1	7.1%
82	CCc1nc2c(c(-c3ccc(Cl)cc3)n1)CCN(Cc1ccc(F)cc1)CC2	-22.6%
83	Cc1ccccc1N1C(=O)c2cc(-c3ccco3)nn2CC1(C)C(=O)NC1CCCCC1 (stereo not drawn)	-27.2%
84	CCCN1C(=O)C(Cc2nc3ccccc3c(=O)n2-c2cccc(C)c2)c2ccccc21 (stereo not drawn)	?
85	Cc1cccc(-n2ncc(C(=O)NCc3ccco3)c2C2CCN(C(=O)OC(C)(C)C)CC2)c1	-33.1%
86	CC(=O)Nc1nnc(Cc2c[nH]c3ccccc23)s1	14.3%
87	Cc1noc(C)c1CC(=O)N1CC2CC(C1)[C@H]1CCCC(=O)N1C2 (stereo partly drawn)	30.3%
88	O=C(Nc1ccccc1Br)C1=C(c2ccccc2)S(=O)(=O)CCO1	5.7%
89	Cc1cccc(OCC(O)CN(Cc2ccccc2)Cc2ccccc2)c1 (stereo not drawn)	10.2%
90	CCOc1ccccc1NC(=O)Cn1c(=O)oc2ccccc21	16.3%
91	Cc1ccc(C(C)C)c(OCC(=O)Nc2cc(-c3nc4ccccc4[nH]3)ccc2C)c1	?
92	O=C1NC2(CCCCCC2)NN1c1ccc(Br)cc1	-0.4%
93	COC(=O)C(=O)N1CC[C@H]2NC(=O)N(c3cccc(OC)c3)C(=O)[C@H]21	-5.9%[86.2 µM]
94	CN(Cc1ccc(C(=O)NCC(F)(F)F)cc1)C(=O)c1cc(Cl)ccc1Cl	-2.8%
95	Cc1ccc(S(=O)(=O)NC[C@H]2O[C@@H](CC(=O)NCc3ccc(F)cc3)[C@H](O)[C@@H]2O)cc1	?
96	COc1ccccc1NC(=O)C1CC2CCC1C2 (stereo not drawn)	-4.3%
97	Cc1ccc2c(n1)N(C)[C@H](CO)CCN(Cc1ccc(F)cc1)C2	35.5µM*
98	CCOCCNc1nc(N)nc2c1CCN(C(=O)C1(N)CCC1)CC2	-24.1%
99	Cc1ccc(-c2noc(C3CCN(C(=O)CC(C)C)CC3)n2)nn1	-11.1%
100	CN1C(=O)CS(=O)(=O)C12CCN(C(=O)COc1ccccc1)CC2	-7.1%
101	Cc1cccc(C(=O)N2CCC3(CC2)OCC(C(=O)NCC2CCCO2)N3C(=O)c2ccccc2)c1 (stereo not drawn)	-9.2%
102	O=C(OCc1cc(=O)oc2cc(O)ccc12)c1n[nH]c2ccccc12	?
103	Cc1nc(-c2cccnc2)sc1C(=O)N/N=C/c1ccccc1Cl	-7.0%
104	C=C(C)C#CCNCc1ccccc1	-24.9%
105	Cc1cc(C)n(-c2nc3cc(Cl)ccc3nc2N2CCN(c3ccccc3F)CC2)n1	?
106	Cc1ccccc1CNC(=O)CN(c1cccc(C)c1C)S(C)(=O)=O	-1.4%
107	O=C(NCc1cc2n(n1)CCNC2)C1CCCN(c2ccccn2)C1 (stereo not drawn)	31.6µM*
108	Cc1nc2ccccc2n1CCC(=O)N1CCc2[nH]cnc2C1C(=O)O (stereo not drawn)	?
109	COc1ccc(OC)c(C(=O)CC2(O)C(=O)N(Cc3ccccc3C)c3ccccc32)c1 (stereo not drawn)	-16.3%
110	O=C(NCCc1cccnc1)c1cccc(Cl)c1Cl	23.7%

# Arranged by value in KDM5B inh (smallest number first): 4 of the compounds above.
nr	Compound	KDM5B inh
104	C=C(C)C#CCNCc1ccccc1	-24.9%
101	Cc1cccc(C(=O)N2CCC3(CC2)OCC(C(=O)NCC2CCCO2)N3C(=O)c2ccccc2)c1 (stereo not drawn)	-9.2%
103	Cc1nc(-c2cccnc2)sc1C(=O)N/N=C/c1ccccc1Cl	-7.0%
110	O=C(NCCc1cccnc1)c1cccc(Cl)c1Cl	23.7%

# New compounds follow.
nr	Compound	KDM5B inh
111	O=C(NCCN1CCCC1)C1Cn2cccc2C(=O)N1Cc1ccccc1 (stereo not drawn)	-28.9%
112	CC[C@H](C)NC(=O)CCCc1nnc2n(CCC(C)C)c(=O)c3sccc3n12	?
113	CC(=O)Nc1ccc(NS(=O)(=O)c2c(C(=O)N3CCCCCC3)c(C)n(C)c2C)cc1	-0.9%
114	CCOc1cc(C(=O)NCCCNC(=O)c2cc(OCC)c(OCC)c(OCC)c2)cc(OCC)c1OCC	5.5%
115	CC1(c2ccccc2)N(Cc2ccc(O)cc2)C(=O)OC12CCN(Cc1c[nH]c3ccccc13)CC2 (stereo not drawn)	?
116	CC(CC(=O)O)NC(=O)OCc1ccccc1 (stereo not drawn)	19.2%
117	O=C(c1ccccc1)N1CC=C(c2c[nH]c3ccccc23)CC1	?
118	O=S(=O)(N[C@H]1CO[C@H]2[C@@H]1OC[C@@H]2n1cc(-c2ccccn2)nn1)c1cccs1	-9.7%[86.2 µM]
